Screens (PubChem BioAssay)
PP5 inh – blocks human protein phosphatase 5 activity | purified PP5c, OMFP substrate fluorescence | AID 1987 | inhibition, % at 6.7 µM | P53041 | 320,000 compounds, 0.18% hits;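 active means inhibition above the campaign's mean inhibition across all tested compounds plus 3 SD, cut at about 9.5% in these data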;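 further: 0% = DMSO only and 100% = 100 µM cantharidin control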
VLA-4 inh – inhibition in a human VLA-4 binding assay. inhibition, % (about 7 µM as worked out from the volumes in the protocol). 330,000 compounds, 0.2% hits. VLA-4 expressing cells, ligand binding flow cytometry; in the data active means inhibition above about 50%
Target sequence (P13612 whole entry, looked up): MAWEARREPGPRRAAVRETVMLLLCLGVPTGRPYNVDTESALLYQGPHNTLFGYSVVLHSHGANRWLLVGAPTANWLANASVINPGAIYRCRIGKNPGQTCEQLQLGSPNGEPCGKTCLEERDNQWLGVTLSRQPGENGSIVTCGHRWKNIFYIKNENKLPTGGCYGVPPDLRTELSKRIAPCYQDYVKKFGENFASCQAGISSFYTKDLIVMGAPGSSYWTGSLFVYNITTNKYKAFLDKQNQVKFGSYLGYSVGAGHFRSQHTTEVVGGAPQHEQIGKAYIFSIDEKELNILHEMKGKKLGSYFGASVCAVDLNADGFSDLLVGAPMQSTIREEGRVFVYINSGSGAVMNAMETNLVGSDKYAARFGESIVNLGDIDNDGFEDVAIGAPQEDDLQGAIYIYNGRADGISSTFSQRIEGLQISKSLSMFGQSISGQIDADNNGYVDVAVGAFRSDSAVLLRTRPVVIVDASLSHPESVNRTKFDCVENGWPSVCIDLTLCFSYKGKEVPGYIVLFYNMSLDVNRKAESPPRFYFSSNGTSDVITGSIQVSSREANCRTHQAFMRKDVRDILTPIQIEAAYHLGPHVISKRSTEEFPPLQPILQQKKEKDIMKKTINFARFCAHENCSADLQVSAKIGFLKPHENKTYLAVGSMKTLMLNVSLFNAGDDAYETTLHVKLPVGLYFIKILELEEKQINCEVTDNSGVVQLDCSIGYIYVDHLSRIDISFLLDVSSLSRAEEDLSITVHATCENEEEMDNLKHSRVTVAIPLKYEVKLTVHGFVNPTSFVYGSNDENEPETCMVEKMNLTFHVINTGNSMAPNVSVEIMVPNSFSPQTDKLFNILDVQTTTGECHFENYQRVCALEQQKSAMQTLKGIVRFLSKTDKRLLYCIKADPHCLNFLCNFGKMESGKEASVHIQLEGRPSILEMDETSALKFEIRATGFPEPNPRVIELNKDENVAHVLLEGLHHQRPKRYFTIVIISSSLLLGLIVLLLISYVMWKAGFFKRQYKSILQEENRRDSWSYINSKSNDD
proCasp7 act – activates human procaspase-7, counter-screen for procaspase-3 activators; P55210; recombinant procaspase-7, Ac-DEVD-pNA absorbance 405 nm; D23A/D198A/D206A triple mutant, cannot self-cleave; scale: DMSO 0, 5 µM enzyme 100; activation, % at 8.5 µM; 330,000 compounds, 0.093% hits;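 active means percent activation above the screen-wide mean plus 3 SD, cut at about 25% in these data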
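Detection: p-Nitroaniline absorbance at 405 nm, read at 0 and 120 min; system: Uncleavable procaspase-7 mutant enzyme; evaluation: % activation from two-timepoint absorbance difference, scaled to controls; times: 1 h enzyme–compound preincubation and 2 h substrate reaction, both 25 °C; buffer or medium: Zinc-free HEPES pH 7.4 with 300 mM NaCl, 0.01% Triton X-100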
JMJD2C inh – inhibitors of human GASC-1 (JMJD2C) demethylase. 330,000 compounds, 0.069% hits. Q9H3R0. inhibition, % at 2.35 µM. AID 2099. GST-JMJD2C(1-420) H3K9me3 demethylation, DELFIA europium;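 active means more than half of a compound's replicate wells show inhibition beyond 50%, single wells judged on their own value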;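 further: signal counts dimethyl H3K9 product captured on neutravidin plate; 0% = median of DMSO wells and 100% = 0.3 times that DMSO median; strong numbers were not always called active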
procasp3 activ – activators of human procaspase-3 | recombinant procaspase-3 D3A, Ac-DEVD-pNA absorbance 405 nm | activation, % at 8.5 µM | 330,000 compounds, 0.11% hits;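 active means activation above the mean of all tested compounds plus 3 SD, cut at about 21% in these data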;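 further: 0% = DMSO alone and 100% = DMSO wells spiked with extra 5 µM PC-3 D3A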
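Test system: Procaspase-3 D3A mutant; medium: Zinc-free HEPES/NaCl buffer with 0.01% Triton X-100 at pH 7.4; reagent: DEVD-pNA substrate; doses: one concentration, 8.5 µM nominal, 0.8% DMSO; times: 1 h preincubation plus 2 h reaction at 25 °C; signal: Epi-absorbance at 405 nm of released p-nitroaniline, 0 and 120 min; replicates: singlicate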
core dimer inh – blocks dimerization of HCV core protein. TR-FRET GST/Flag-core106 dimerization, 1536-well. inhibition, % at 5 µM. 300,000 compounds, 0.33% hits. AID 1899;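 active means inhibition above the mean of all tested compounds plus 3 SD, set per screening campaign, cut at about 45% in these data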
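Assay system: GST-tagged and Flag-tagged HCV core protein residues 1-106 / Times: compound-protein-antibody incubation 4 h at 22.5 °C / Signal: time-resolved FRET, ex 340 nm, em 617 and 671 nm / Evaluation: % inhibition based on acceptor/donor emission ratio / Benchmarks: wells lacking GST-core106 and wells with excess unlabelled core106 / Repeats: singlicate, one well per compound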
PP1 counter – blocks human PP1-alpha phosphatase, a PP5 counter-screen; P62136; purified PP1alpha, OMFP fluorescence; inhibition, % at 6.7 µM; 320,000 compounds, 0.9% hits; AID 2235;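 active means inhibition above the mean inhibition of all tested compounds plus 3 SD, computed separately for each screening campaign, cut at about 15% in these data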
GRK2 aptamer HTS – human GRK2 inhibition via aptamer displacement. P25098. bead flow cytometry, FAM-aptamer displacement from GRK2. inhibition of aptamer binding, % at 10 µM. 330,000 compounds, 0.59% hits;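 active means inhibition of aptamer binding above 40%, roughly 3 SD of noise, on plates passing a quality check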;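 further: median bead fluorescence of bound FAM aptamer so fluorescent compounds give negative values; no value below 0 was filed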
Fh CTSL1 inh – counter-screen for PFM18AAP inhibitors: inhibitors of F. hepatica cathepsin L1; recombinant F. hepatica cathepsin L1, Z-Leu-Arg-MCA fluorescence; inhibition, % at 5.96 µM; 300,000 compounds, 0.49% hits; AID 1906;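 active means inhibition above the mean of all tested compounds plus 3 SD, set per screening campaign, cut at about 17% in these data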;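 further: 0% = plate median of test compound wells and 100% = 1 µM Z-Phe-Ala-diazomethylketone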
Active calls of the source: *; i = inactive; nt = not tested or not shown.

SMILES	PP5 inh	VLA-4 inh	proCasp7 act	JMJD2C inh	procasp3 activ	core dimer inh	PP1 counter	GRK2 aptamer HTS	Fh CTSL1 inh
CCOc1cccc2cc(C(=O)N3CC(C)OC(C)C3)c(=O)oc12 (centres undefined)	-1.0	11	8	-17	1	8	2	0	1
CC(C)/C=N\NC(=O)CCCCC(=O)N/N=C/C(C)C	1.2	1	0	3	1	1	-1	1	-4
COC(C/C=C\[C@H](O)[C@@H](C)OCc1ccccc1)OC	1.6	17	2	-2	3	1	1	4	-5
Cc1ccc(NC(=O)CCC(=O)NNC(=O)C(c2ccccc2)c2ccccc2)c(C)c1	0.4	4	1	-3	4	2	3	1	-3
C=CCOc1ccc(/C(CC)=N/O)c(OC)c1	2.1	-12	-4	0	10	-14	-4	4	2
COc1cccc(N2CCN(S(=O)(=O)c3cccc4cccnc34)CC2)c1	0.3	-8	-2	-32	-4	6	-1	0	0
Cc1cc(/C=C2/NC(=O)NC2=O)c(C)n1-c1ccc(C#N)cc1	1.1	15	3	0	1	3	0	0	4
CCCN(C(=O)CSc1cc(-c2ccccc2)c2ccc(OC)cc2n1)C1CCS(=O)(=O)C1 (centres undefined)	1.2	8	1	-14	-19	13	2	2	4
COc1cc(CCC(=O)Nc2nnc(C)s2)cc(OC)c1OC	1.2	3	1	-7	-4	-8	-6	2	-2
COc1ccccc1NS(=O)(=O)c1cc(NC(=O)c2cccs2)ccc1N1CCOCC1	4.7	2	-2	-13	7	10	-3	0	-3
COc1cc(/C=C2\C(=N)N3N=CSC3=NC2=O)cc(Br)c1OC(=O)c1ccco1	2.4	-1	5	-30	3	14	-5	1	0
CC(=O)Nc1cc(N=Cc2ccc(O)cc2O)c(Cl)cc1Cl	3.2	-19	0	-2	11	19	0	4	-1
Cc1c(C(=O)N(C)CCC#N)oc2ccc(S(=O)(=O)N3CCOCC3)cc12	1.4	1	6	-2	6	-1	-3	1	1
CCN1C(=S)N[C@@H](CCc2ccccc2)C(C(=O)OC)=C1C	-2.2	1	2	-14	5	-13	0	0	0
O=C(CN1CCCCC1)Nc1ccccc1-c1ccccc1	-0.5	-1	-10	-5	2	7	-1	0	-2
CCN1C(=O)[C@H]2[C@@H](c3ccc(Cl)cc3)N3C(=O)CN(CC4CC4)C(=O)[C@@]3(Cc3ccccc3)[C@H]2C1=O	1.5	-1	-8	1	-2	3	2	0	-5
Cc1ccc(S(=O)Cc2ccc(C(=O)N3CCN(C(=O)c4ccco4)CC3)o2)cc1 (centres undefined)	2.6	8	-3	-59	11	-1	-1	0	0
COc1ccc(CONc2ncnc3nonc23)cc1[N+](=O)[O-]	0.5	-9	7	-14	4	-2	-2	0	0
CCCCOc1ccc(N(CC(=O)NC2CCCCC2)C(=O)CCC(=O)Nc2ccccn2)cc1	4.4	9	0	3	5	7	-1	1	2
COc1ccccc1NC(=O)COc1coc(CN2CCN(c3ccccc3)CC2)cc1=O	2.1	3	-2	-21	-5	-1	-4	0	2
Cc1cccc(N2CCN(C(=O)c3ccc4ccccc4c3)CC2C)c1 (centres undefined)	nt	14	3	1	3	nt	nt	3	nt
COc1ccc(C/C(N)=N/OC(C)=O)cc1OC	-1.8	5	5	9	2	0	-1	0	-1
Cc1cc(C)cc(N(CCC#N)C(=O)CSC2=Nc3ccccc3C3CC=NN23)c1 (centres undefined)	-1.4	-11	4	-12	3	0	2	1	6
O=C(Cn1nnc2ccccc2c1=O)Nc1ccc2c(c1)CCC2	3.8	19	3	-31	4	8	1	5	-3
N#CC1=C(N)SC(N)=C(C#N)C1CCC1CCCCC1	-0.5	-87	-16	0	-5	13	3	0	1

(listing goes on)
SMILES	PP5 inh	VLA-4 inh	proCasp7 act	JMJD2C inh	procasp3 activ	core dimer inh	PP1 counter	GRK2 aptamer HTS	Fh CTSL1 inh
Cc1cc(SCC(=O)NCCC2=CCCCC2)nc2ccccc12	8.9	-15	9	-1	-16	4	4	0	1
O=c1oc(-c2ccccc2)nc2ccsc12	3.3	-7	6	18	0	6	1	0	7
CCOC(=O)c1c(N)n[nH]c1-c1ccccc1	3.5	29	-2	0	-1	-1	-5	0	2
CCOc1ccc(C(=O)NC(=S)NCc2cccnc2)cc1	2.3	-9	-8	-3	-2	2	8	2	-2
O=c1ccc(-c2ccccc2)nn1Cc1ccc(F)cc1Cl	1.6	3	6	-5	8	1	4	1	2
C=CCNC(=S)N/N=C(\C)c1ccc(OC)cc1	2.1	-14	-5	-1	-6	-9	-2	0	3
COc1ccc(N2CCN(CC(=O)Nc3nc(C)cs3)CC2)cc1	3.4	-10	-5	4	7	-18	-5	1	6
COC(=O)c1ccc(C2c3c(oc4ccccc4c3=O)C(=O)N2CCCN2CCOCC2)cc1 (centres undefined)	3.7	-5	-22	2	2	1	-4	0	-2
O=C(Nc1ccc2nc3n(c(=O)c2c1)CCCC3)c1cccnc1Cl	2.9	8	4	2	5	-3	-4	1	2
COc1ccc(-n2nnnc2S(=O)(=O)Cc2ccc(C(=O)O)cc2)cc1	2.4	25	-6	2	-5	0	-1	1	-2
Cc1ccc2c(c1)sc(=NC(=O)c1cccs1)n2C	-0.4	-1	-1	-6	-1	11	2	2	2
Fc1ccccc1NC(=S)NNc1ncc(C(F)(F)F)cc1Cl	2.4	-7	-4	-3	2	2	1	3	1
COc1ccc(Nc2oc(COc3ccc(OC)cc3)nc2C#N)cc1	0.9	-16	-1	2	-11	-7	2	0	5
Cc1ccc(NC(=O)c2ccc(Cn3cc(Br)cn3)o2)cc1	0.7	1	7	-2	-3	-1	2	0	1
CCCC(=O)Nc1ccc(N2CCN(C(=O)c3cccs3)CC2)cc1	-0.8	3	8	-41	3	1	-4	1	6
CCCCCn1c(N2CCCC2)nc2c1c(=O)n(C)c(=O)n2C	-0.9	2	-6	2	3	4	1	3	3
CC1CCCCC1NC(=O)COc1ccccc1C#N (centres undefined)	-0.3	-5	6	-5	3	nt	-4	0	nt
CCN(CC)S(=O)(=O)c1cccc(-c2nnc(SC(C)C(=O)NCCC3=CCCCC3)o2)c1 (centres undefined)	3.1	20	-1	21	5	5	-2	0	1
CC(C)(NC(=O)c1ccccc1)c1nc2ccccc2s1	2.5	-12	-21	i	-17	-16	1	2	4
COc1ccc(NC(=O)/C=C/c2c(Cl)nc3ccccn23)cc1	4.6	2	-9	-9	0	4	-6	0	-5
O=C(Cn1cnc2c(oc3ccccc32)c1=O)NCC1CCCO1 (centres undefined)	1.1	12	8	-6	5	1	-4	0	1
CC(=O)c1ccc(N2CCN(C(=O)c3cc(S(=O)(=O)N4CCOCC4)ccc3C)CC2)cc1	nt	36	3	0	6	nt	nt	15	nt
CC(C)n1c(-c2ccc(C(C)(C)C)cc2)n[nH]c1=S	1.6	-1	-21	4	-15	4	2	0	2
COc1ccc(NC(=O)Nc2ccc(C)cc2Br)c(OC)c1	1.6	9	-13	-2	4	2	4	1	3
Cc1ccc(S(=O)(=O)Nc2ccccc2C(O)c2ccccc2)cc1 (centres undefined)	0.4	24	1	-1	0	4	3	0	0

2 compounds picked at random from those above, as already listed:
SMILES	PP5 inh	VLA-4 inh	proCasp7 act	JMJD2C inh	procasp3 activ	core dimer inh	PP1 counter	GRK2 aptamer HTS	Fh CTSL1 inh
Cc1ccc(NC(=O)c2ccc(Cn3cc(Br)cn3)o2)cc1	0.7	1	7	-2	-3	-1	2	0	1
O=c1ccc(-c2ccccc2)nn1Cc1ccc(F)cc1Cl	1.6	3	6	-5	8	1	4	1	2

Next section:
SMILES	PP5 inh	VLA-4 inh	proCasp7 act	JMJD2C inh	procasp3 activ	core dimer inh	PP1 counter	GRK2 aptamer HTS	Fh CTSL1 inh
O=C(O)c1cc([N+](=O)[O-])ccc1N1CCCCC1	0.6	11	-17	5	7	8	-1	0	0
O=C(COc1ccc(Br)cc1Cl)N1CCN(c2ccccn2)CC1	1.7	1	4	-1	-3	15	1	2	0
O=C(/C=C/c1ccc2c(c1)S(=O)(=O)N(Cc1ccccc1)[C@H]2CC(=O)N1CCOCC1)N1CCOCC1	nt	-8	0	1	-4	nt	nt	2	nt
S=c1[nH]nc(-c2ccc(Cl)cc2Cl)n1-c1ccc(Cl)cc1	1.1	9	-7	-20	-4	-12	3	24	0
C[C@@H]1CCCCCCCCC(=O)OCCN(C(=O)OC(C)(C)C)[C@H](C)CCCCCCCCC(=O)OCCN(C(=O)OC(C)(C)C)[C@H](C)CCCCCCCCC(=O)OCCN1C(=O)OC(C)(C)C	nt	5	10	36	-1	nt	nt	3	nt
COc1ccc([C@H]2CC(=O)C=C(c3ccc(CO)cc3)C2)cc1	1.2	5	9	-4	1	nt	4	0	nt
COc1cc(/C(C)=N/NC(=O)C(O)(c2ccccc2)c2ccccc2)ccc1O	0.6	2	-1	-2	-3	-1	0	0	-1
CC1CCCCN1S(=O)(=O)c1ccc2[nH]c(=O)cc(C(=O)NCCCN3CCCCCC3)c2c1 (centres undefined)	-2.3	-7	8	-14	15	3	-1	0	-4
Cc1ccc(NC(=S)NN(C)c2nc(C)cnc2C)cc1	3.4	5	10	-2	2	1	-1	1	-4
Cc1ccc(N2CCCC2=O)cc1S(=O)(=O)N1CCOCC1	-2.4	19	-9	2	4	7	-4	6	-2

Among those listed so far, 8 have a Cl atom:
SMILES	PP5 inh	VLA-4 inh	proCasp7 act	JMJD2C inh	procasp3 activ	core dimer inh	PP1 counter	GRK2 aptamer HTS	Fh CTSL1 inh
CC(=O)Nc1cc(N=Cc2ccc(O)cc2O)c(Cl)cc1Cl	3.2	-19	0	-2	11	19	0	4	-1
CCN1C(=O)[C@H]2[C@@H](c3ccc(Cl)cc3)N3C(=O)CN(CC4CC4)C(=O)[C@@]3(Cc3ccccc3)[C@H]2C1=O	1.5	-1	-8	1	-2	3	2	0	-5
O=c1ccc(-c2ccccc2)nn1Cc1ccc(F)cc1Cl	1.6	3	6	-5	8	1	4	1	2
O=C(Nc1ccc2nc3n(c(=O)c2c1)CCCC3)c1cccnc1Cl	2.9	8	4	2	5	-3	-4	1	2
Fc1ccccc1NC(=S)NNc1ncc(C(F)(F)F)cc1Cl	2.4	-7	-4	-3	2	2	1	3	1
COc1ccc(NC(=O)/C=C/c2c(Cl)nc3ccccn23)cc1	4.6	2	-9	-9	0	4	-6	0	-5
O=C(COc1ccc(Br)cc1Cl)N1CCN(c2ccccn2)CC1	1.7	1	4	-1	-3	15	1	2	0
S=c1[nH]nc(-c2ccc(Cl)cc2Cl)n1-c1ccc(Cl)cc1	1.1	9	-7	-20	-4	-12	3	24	0
